Nrf2 inh: Nrf2 pathway inhibition. A549 ARE-Fluc reporter, luciferase luminescence, 18-24 h. Potency, µM (top dose mostly 46 µM), without a hit: at the top dose activity change, negative = inhibition, actives largely listed as inhibitors. hit rate 2.1% among 360,000; note: potency is the fitted concentration of half-maximal effect; % is set by controls: 0 for no effect and ±100 for the full control effect; nearly all actives have a fitted effect of over 60% in size
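A549 ARE_Fluc cells (5000/well, 5% FBS OPTI-MEM) pre-incubated 2 h, then treated with compounds 18-24 h at 37C/5% CO2 in concentration-response. CellTiter-Fluor viability read first; BugLite luciferase luminescence after 15 min at room temperature gives Nrf2 activity.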
HepG2 viability: counter-screen for TGF-b inhibitors: cytotoxicity in HepG2 cells | HepG2 CAGA-GFP viability, ATP luminescence, 18 h | AID 588856 | Potency, µM (titrated, usually from 46.1 µM), without a hit: at the highest dose activity change, negative = cytotoxicity, actives largely listed as cytotoxic | hit rate 0.76% among 410,000; note: potency is the fitted concentration of half-maximal effect; some results filed as inactive show a strong effect at the top dose
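HepG2 CAGA-GFP cells (1000/well, DMEM with 1% FBS) received compound, then TGF-beta at 500 pg/mL final, and were incubated 18 hours at 37 degrees C. Viability was read by CellTiter-Glo luminescence. Media-only wells were set as complete cell-killing and DMSO as no toxicity.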
S2 tox: viability counter-screen for ATXN expression inhibitors; hit rate 0.49% among 400,000; Potency, µM (series often up to 56.7 µM), usual class: cytotoxic; S2 cells (HEK-293 line with an ATXN2-luciferase reporter) viability, CellTiter-Fluor protease fluorescence, 24 h; AID 651635; note: potency is the fitted concentration of half-maximal effect; nearly all actives have a fitted effect of over 40% in size
MmCpn inh: M. maripaludis TRiC chaperonin inhibition; purified Mm-Cpn ATPase, ADP Transcreener TR-FRET; AID 504842; hit rate 0.031% among 330,000; Potency, µM (highest dose often 76.9 µM), inactives show top-dose activity, negative = inhibition, actives largely listed as inhibitors; note: potency is the fitted concentration of half-maximal effect; % is set by controls: 0 for no effect and ±100 for the full control effect; nearly all actives have a fitted effect of over 80% in size
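Eu-cryptate anti-ADP/ADP-d2 competition gives a ratio inversely related to ADP. Enzyme at 25 nM was pre-exposed to compound for 10 min, then given 10 uM ATP for 30 min, 37°C throughout.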
pAkt inh: blocks phosphorylation of Akt; Neuro2A IGF-stimulated pAkt S473 HTRF, 20 min; stronger effect = lower value; activity change, % for hits at 50 µM; hit rate 0.32% among 360,000; AID 651550; in the data active = activity change below about -80%; inconclusive = mostly about -51% to -80%; note: % is set by controls: 0 for no effect and ±100 for the full control effect
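Neuro2A cells (4,500/well, DMEM with 0.5% FBS) were treated with compound at a single 50 µM final concentration, stimulated with 6 nM IGF for 20 min at 37 °C, and lysed. Phospho-Akt Ser473 was read by HTRF as 665/615 ratio ×10^4.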
TGFb SMAD3 inh: inhibitors of TGF-b signaling; HepG2 CAGA-GFP TGF-b/SMAD3 reporter, GFP fluorescence, 18 h; TGF-beta stimulated, 500 pg/mL final; Potency, µM (titrated, usually from 46.1 µM), inactives show top-dose activity, negative = inhibition, hits mostly inhibitors; hit rate 1.2% among 410,000; note: potency is the fitted concentration of half-maximal effect; % is set by controls: 0 for no effect and ±100 for the full control effect; nearly all actives have a fitted effect of over 65% in size
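GFP signal (ex488/em500-530) from TGF-beta-stimulated HEPG2 CAGA-GFP cells, 500 pg/mL final, 18 h at 37 degrees C in DMEM plus 1% FBS, normalized to unstimulated and DMSO-stimulated controls.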
CCT modulator: modulators of cytosolic chaperonin (CCT/TRiC) activity; activity change, % (concentration not given with the values), hits read low; AID 651819; purified chaperonin ATPase assay, HTRF ADP detection, 30 min; hit rate 0.3% among 360,000; in the data active = activity change below about -30%; note: % is set by controls: 0 for no effect and ±100 for the full control effect
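We incubate TRiC, 40 or 20 nM final, with library compounds at 76 uM and 10 uM ATP for 30 min at 37 °C. ADP formed is detected with Transcreener HTRF reagents after 30 min at room temperature.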
A549 viability: kills or reduces viability of A549 cells in Nrf2 counter-screen. A549 ARE-Fluc cells, CellTiter-Fluor viability, 18-24 h. Potency, µM (titrated, usually from 46 µM), for the others: top-dose activity change, negative = cytotoxicity, most hits filed as inhibitors. hit rate 0.16% among 390,000. AID 504648; note: potency is the fitted concentration of half-maximal effect; % is set by controls: 0 for no effect and ±100 for the full control effect
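A549 ARE-Fluc cells in 5% FBS OPTI-MEM, 5000 cells/well, rested 2 h then exposed to compounds in concentration-response for 18-24 h at 37 °C. Viability by CellTiter-Fluor fluorescence (Ex 405/Em 525) after 30 min; luciferase luminescence (BugLite, 15 min, RT) read afterwards.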
Nrf2 activator: Nrf2 pathway activation. AREc32 ARE-luciferase reporter (MCF7-derived line), luminescence, 24 h. AID 624171. hit rate 0.31% among 410,000. Potency, µM (series often up to 46.1 µM), without a hit: top-dose activation, hits mostly activators; note: potency is the fitted concentration of half-maximal effect; % of control where 0% means no effect; nearly all actives have a fitted effect of over 65% in size
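Each well held 1000 AREc32 cells, which were incubated with compound for 24 hr at 37 deg C after overnight attachment, and ARE reporter activity was quantified by firefly luciferase luminescence.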
An asterisk follows results filed as active; i = inactive; ? = inconclusive; . = not tested or not shown. Unless noted, calls come from the whole dose curve; as a rule, active = well fitted curve in the direction sought with a large enough effect; inconclusive = small, poorly fitted or top-dose-only effect, or another doubt; inactive = no such curve, though single readings can be large; an effect the other way counts as inactive or inconclusive. Only part of the results is shown. The share of hits here may be higher or lower than overall.

Sequence of screens: Nrf2 inh, HepG2 viability, S2 tox, MmCpn inh, pAkt inh, TGFb SMAD3 inh, CCT modulator, A549 viability, Nrf2 activator
- C[C@H]1COc2cc(N3CCN(C)CC3)ccc2S(=O)(=O)N1
    ., ., i, ., i, ., 2.5, ., 1.2%
- CCCCCCC(=O)N/N=C/c1c(O)n(C(C)CC)c(=S)[nH]c1=O (configuration not stated)
    15µM*, -21%, i, -9%, i, ?, 1.0, -6%, 0.0%
- Clc1ccc2c(c1)C(c1ccccc1Cl)=NCc1nnc(N3CCN(CCOc4ccccc4)CC3)n1-2
    -23%, -11%, ?, -2%, i, ?, -1.0, 1%, 0.1%
- O=c1[nH]c(=S)n(-c2ccccc2)c(O)c1/C=N/N1CCOCC1
    -10%, -1%, i, ?, i, -2%, -0.8, -12%, 2.4%
- Cc1cc2nc(-c3cccc(Br)c3)c(Cc3cccc(Cl)c3)n2c(C)c1Br
    ., ., i, ., i, ., 1.4, ., ?
- O=c1c2ccccc2nc(Cc2ccccc2)n1-c1cccc(O)c1
    1%, -5%, ?, 1%, i, ?, -0.4, -10%, 0.3%
- CCCCn1c(N)c(C(=O)NCc2cccs2)c2nc3ccccc3nc21
    -92%, -82%, i, -3%, i, 10µM*, -0.7, ?, 0.4%
- CC(C)CCNC(=O)c1cc(C(=O)c2cc(Br)ccc2O)cn(CCC(C)C)c1=O
    -9%, -22%, i, -4%, i, -13%, -1.2, 2%, 6.2%
- NC1CCc2cc(O)c(O)cc2C1 (configuration not stated)
    27%, 5%, i, 1%, i, -3%, -0.1, -1%, 2.5%
- O=C(NC1CN2CCC1CC2)c1ccc(-c2ccc([N+](=O)[O-])cc2)o1 (configuration not stated)
    -14%, -35%, i, 1%, i, 9%, -1.5, -2%, -0.5%
- O=[N+]([O-])c1ccc(C2[C@H]3C(c4ccccc4)=NC4(CCCCC4)N23)cc1 (some centres not stated)
    ?, -28%, i, -2%, i, -2%, 0.4, 5%, -0.4%
- CCS(=O)(=O)NCc1nnc2n1-c1ccc(Br)cc1C(c1ccccc1Cl)=NC2
    -1%, -5%, i, ., i, -6%, -0.8, 18%, 2.4%
- C[N+](C)(C)CCOC(=O)CBr
    -8%, -2%, i, -1%, i, 1%, -2.2, -1%, 0.2%
- COc1ccc(N=Cc2c(O)n(C)c(=O)[nH]c2=O)cc1
    6%, 8%, i, 4%, i, 14%, -0.1, -1%, -1.1%
- CCOC(=O)c1nsnc1NCCCl
    3%, 0%, i, -5%, i, 0%, -1.0, 1%, 4.5%
- COc1cc(OC)c(OC)cc1C=O
    9%, -53%, i, 0%, i, -2%, -1.5, 5%, -1.1%
- O=C(CCc1nnc2ccc(NCc3ccccc3Cl)nn12)N1CCC2(CC1)OCCO2
    -15%, -3%, i, 1%, i, 4%, -1.5, -8%, -0.1%
- Nc1ccnn1C1CCNCC1
    5%, 10%, i, 1%, i, -17%, -0.3, ., -0.6%
- CCOc1cc2c(cc1OCC)-n1cccc1C(c1ccc(OC(F)F)cc1)NC2 (configuration not stated)
    ?, -30%, ?, -1%, i, ?, 0.2, -4%, 0.5%
- CC(C)N1CCN(Cc2ccccc2C(F)(F)F)CC1CCO (configuration not stated)
    ?, -12%, i, 2%, i, -1%, -8.1, 8%, 0.3%
- CC(Cc1ccccc1)N(C)CC1C(=O)C2CCC1C2 (configuration not stated)
    -1%, -3%, ?, ., i, 0%, 0.5, -2%, 1.6%
- CC(=O)C1CCC2C3CCC4CC(O)CCC4(C)C3C(O)CC12C (configuration not stated)
    2%, -22%, i, ., i, ?, -2.6, 0%, -0.7%
- COc1ccc(NC(=O)Cn2c3ccccc3c3nc4n(c(=O)c32)CCS4)cc1
    ?, -4%, i, -3%, i, 21%, 0.1, -8%, 2.6%
- CN1C(C(=O)N2CCC3(CC2)OCCO3)=CC(c2ccc(F)cc2)=NS1(=O)=O
    -11%, -1%, i, -1%, i, 2%, -1.9, 1%, 0.0%
- Cc1nnc(NC(=O)Oc2ccccc2)s1
    -11%, 9%, i, ?, i, 20%, 0.4, -4%, 0.0%
- Cc1ccc(-n2c(C)nc3ccccc3c2=O)c(C)c1
    28%, -1%, i, 2%, i, -24%, 1.2, 0%, -1.0%
- Clc1cccc(N2Cc3ccccc3-n3nncc3C2)c1
    ., -17%, i, ., i, -16%, 1.3, ., 18%
- O=c1c2ccccc2nc(Cc2ccccc2)n1-c1ccccc1
    24%, -27%, i, -3%, i, -10%, -0.7, -9%, 10%
- CC(=O)N(C)CC#CCN1CCCC(CO)C1 (configuration not stated)
    7%, 8%, i, ., ., 23%, ., -1%, -0.9%
- O=C1NC(=O)C(CCc2ccncc2)(CCc2ccccn2)C(=O)N1c1ccc(Br)cc1 (configuration not stated)
    -4%, 17%, i, -2%, i, 7%, 0.2, -18%, -0.6%

Part of the list above, as a markdown table.
| mol | Nrf2 inh | HepG2 viability | S2 tox | MmCpn inh | pAkt inh | TGFb SMAD3 inh | CCT modulator | A549 viability | Nrf2 activator |
| --- | --- | --- | --- | --- | --- | --- | --- | --- | --- |
| CC(Cc1ccccc1)N(C)CC1C(=O)C2CCC1C2 (configuration not stated) | -1% | -3% | ? | . | i | 0% | 0.5 | -2% | 1.6% |
| CC(=O)C1CCC2C3CCC4CC(O)CCC4(C)C3C(O)CC12C (configuration not stated) | 2% | -22% | i | . | i | ? | -2.6 | 0% | -0.7% |
| COc1ccc(NC(=O)Cn2c3ccccc3c3nc4n(c(=O)c32)CCS4)cc1 | ? | -4% | i | -3% | i | 21% | 0.1 | -8% | 2.6% |
| CN1C(C(=O)N2CCC3(CC2)OCCO3)=CC(c2ccc(F)cc2)=NS1(=O)=O | -11% | -1% | i | -1% | i | 2% | -1.9 | 1% | 0.0% |
| Cc1nnc(NC(=O)Oc2ccccc2)s1 | -11% | 9% | i | ? | i | 20% | 0.4 | -4% | 0.0% |
| Cc1ccc(-n2c(C)nc3ccccc3c2=O)c(C)c1 | 28% | -1% | i | 2% | i | -24% | 1.2 | 0% | -1.0% |

(next part)
Sequence of screens: Nrf2 inh, HepG2 viability, S2 tox, MmCpn inh, pAkt inh, TGFb SMAD3 inh, CCT modulator, A549 viability, Nrf2 activator
- N#Cc1cccc(NC(=O)CSc2nc3c(cc2C#N)N2CCC3CC2)c1
    ?, -4%, ., ., ., ?, ., 5%, 2.7%
- COc1ccc(NS(=O)(=O)c2ccc(OCC(=O)N3CCN(C)CC3)cc2)cc1Cl
    -5%, -3%, i, 1%, i, -10%, -0.8, 0%, 0.0%
- Cc1ccccc1S(=O)(=O)N(C)C[C@@H]1OCc2ccccc2-c2c(n(C)c3ccccc23)C(=O)N([C@H](C)CO)C[C@@H]1C
    ., -32%, ?, ., i, ?, 4.0, ., 0.0%
- C=CCc1cc(C=C2C(=O)N(C)C(=O)N(C)C2=O)cc(OCC)c1OCc1ccccc1
    -8%, 0%, i, -2%, i, 0%, 1.5, -1%, 7.0%
- O=[N+]([O-])c1ccc(N2CCCC2)cc1N/N=C1\CN2CCC1CC2
    -23%, -12%, ?, 0%, i, 10%, 2.4, 9.2µM*, 2.0%
- COc1ccc(C(=O)C2CCCN(Cc3ccc(F)cc3F)C2)cc1F (configuration not stated)
    -3%, -25%, i, -1%, i, ?, -1.0, 0%, -0.7%
- CCOc1ccc(S(=O)(=O)N(CC(=O)NCc2ccccc2OC)c2ccccc2)cc1
    16µM*, -23%, i, ., ., -15%, ., -28%, 0.4%
- COCCCN=Cc1c(O)[nH]c(=S)[nH]c1=O
    24%, -4%, i, 3%, i, 8%, -0.4, 7%, -1.2%
- O=c1[nH]c(=O)n(CCc2ccccc2)c(O)c1C=NC1CC1
    -13%, 7%, i, -2%, i, 21%, 1.4, 0%, 0.1%
- Brc1ccc2c(c1)-n1nncc1CN(CC1CCCCC1)C2
    ., -28%, i, ., i, -25%, -0.3, ., 3.3%
- O=C1NC(=O)N(c2ccc(Cl)cc2)C(=O)/C1=C\c1ccc(Sc2nc3ccccc3[nH]2)o1
    -1%, -4%, i, -6%, i, -2%, -1.6, -12%, 0.6%
- CN(C)C(=O)Oc1ccc(OCc2nc3ccccc3[nH]2)cc1
    ?, -92%, i, -1%, i, 6%, -3.1, 0%, -0.6%
- CN(CCS(=O)(=O)c1ccc(Cl)cc1)Cc1cccnc1
    -26%, -22%, i, -1%, i, 6%, 1.2, 0%, ?
- CCOC(=O)c1ccc(NC(=O)CCNS(=O)(=O)c2ccc3c(c2)oc(=O)n3C)cc1
    ?, -67%, i, 0%, i, ?, -0.4, 2%, 0.0%
- CN(Cc1ccc(OC(F)F)cc1)C(=O)c1ccccc1Sc1ccccc1C#N
    ?, -15%, i, ., i, -25%, 0.1, -6%, 2.4%
- COc1ccccc1OCCCn1cc(C(C)=O)c2ccccc21
    ?, -6%, i, ?, i, -16%, -4.2, 0%, 3.1%
- COc1ccc(NC(=O)N2CCC3(CC2)OCCO3)cc1
    26%, 2%, i, 2%, i, 1%, -0.2, 1%, 0.1%
- CCOP(=O)(OCC)C(NC(=O)c1ccccc1)=C(Cl)Cl
    22%, 14%, i, 1%, i, -1%, 2.0, -4%, 0.4%
- Cc1cc(N(CCCl)CCCl)ccc1C=NNC(=O)c1cccnc1
    -1%, -32%, i, ., i, -8%, -4.9, 3%, 3.3%
- CCCCC(=O)N/N=C/c1c(O)n(-c2ccccc2)c(=O)[nH]c1=O
    5%, 10%, i, -4%, i, ?, 0.7, 0%, -0.2%
- COC(=O)C1=C(c2cccc(C#N)c2)C[C@@H]2CC[C@H]1N2C(=O)NCc1cc(C)oc1C(F)(F)F
    -2%, -36%, i, -1%, i, -8%, -1.9, 5%, 4.6%
- Cc1ccccc1NC(=O)COC(=O)c1cc(C)n(C2CC2)c1C
    4%, -15%, i, -5%, i, -18%, 1.2, -4%, -0.1%
